Screening results deposited in PubChem BioAssay by Southern Research Specialized Biocontainment Screening Center.
H37Rv inhibition – M. tuberculosis growth inhibition, HTS (AID 449762); M. tuberculosis H37Rv growth inhibition, 7H9 media; higher % means a stronger effect; inhibition, % at 25 µM; hits with a dose series show IC50 in µM; hit rate 0.59% among 330,000; in the data active = a potency from the dose series; inconclusive = inhibition above about 70% without an active follow-up result;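 also: bacterial growth assessed after seven days of incubation; strong numbers were not always called active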
M. tuberculosis – growth inhibition of non-replicating M. tuberculosis (AID 488890); Mycobacterium tuberculosis non-replicating, growth inhibition; higher % means a stronger effect; one-dose inhibition, % at 25 µM; IC50 in µM for titrated hits; hit rate 0.39% among 320,000; in the data active = a potency from the dose series; inconclusive = inhibition mostly from about 82% at the one dose, without a potency; inactive = the rest, 99 in 100 with inhibition below about 76%;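 also: plate controls were DMSO cells for no effect and high antibiotic wells for full effect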
Salmonella PhoP GFP – PhoP regulon inhibitors, Salmonella typhi PhoP promoter GFP reporter, confirmatory (AID 1850) | Salmonella Typhi PhoP-promoter GFP reporter, fluorescence, 4 h; higher % means a stronger effect | inhibition, % at 50 µM; hits with a dose series show IC50 in µM | hit rate 0.33% among 310,000; in the data active = a potency from the dose series; inconclusive = inhibition mostly from about 25% at the one dose, without a potency; inactive = the rest, 99 in 100 with inhibition below about 19%;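 also: 0% = induced wells with vehicle and 100% = uninduced wells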
H1N1 NS1A inhibition – H1N1 influenza NS1A inhibitors, functional cell based assay (AID 504329); hit rate 0.3% among 340,000; inhibition, % at 12.5 µM; hits with a dose series show IC50 in µM; NS1A functional cell-based assay, percent inhibition; higher % means a stronger effect; in the data active = a potency from the dose series; inconclusive = inhibition above about 27% without an active follow-up result; also: strong numbers were not always called active
VEEV TC-83 Vero – inhibitors of VEEV TC-83 cytopathic effect, confirmation, Vero cells (AID 588727); hit rate 0.13% among 350,000; Vero cells, VEEV TC-83 cytopathic effect inhibition; higher % means a stronger effect; inhibition, % at 20 µM; hits with a dose series show IC50 in µM; in the data active = a potency from the dose series; inconclusive = inhibition mostly from about 14% at the one dose, without a potency; inactive = the rest, 99 in 100 with inhibition below about 12%; also: strong numbers were not always called active
VEEV TC-83 Vero 10K pilot screen – second read-out of VEEV TC-83 Vero, no call of its own (marks repeat the call); inhibition, %; measured here: 10K pilot screen inhibition
* = called active by the depositor; i = inactive; ? = inconclusive; · = not tested or not shown.

SMILES	H37Rv inhibition	M. tuberculosis	Salmonella PhoP GFP	H1N1 NS1A inhibition	VEEV TC-83 Vero	others
O=C(N/N=C1\CCS(=O)(=O)c2ccc(F)cc21)c1ccc(O)cc1	-6%	6%	20%	12%	1.6%
Cc1ccc(N2C(=O)C3Sc4[nH]c(=O)sc4C(c4ccccc4)C3C2=O)cc1 (stereo unspecified)	-10%	6%	-3%	1%	2.2%
COC(=O)C[C@H]1c2ccccc2S(=O)(=O)N1c1cccc(OC)c1	8%	7%	-5%	7%	0.0%
COc1ccc(NC(=O)C#Cc2ccccc2)cc1	9%	?	1%	-4%	5.2%
N#Cc1ccc(C(=O)Nc2cccc(S(=O)(=O)NC3=NCCC3)c2)cc1	-2%	-6%	·	-10%	3.9%
CC(C)C[C@@H](C(=O)NCc1ccco1)N1C(=O)N2CCc3c([nH]c4ccccc34)[C@@]2(C)C1=O	-8%	55%	-2%	3%	4.5%
Fc1cnc(Cl)nc1NC1CCCCC1	-3%	1%	2%	-9%	0.8%
CCOc1cc2c3c(c1)C1(Nc4ccccc4S1)C(=O)N3C(C)(C)CC2C (stereo unspecified)	22%	17%	-4%	16%	i
CCOc1cc(/C=C2\C(=N)N3N=C(C)SC3=NC2=O)ccc1OCCOc1cccc(OC)c1	1%	6%	-4%	-3%	4.1%
COc1cc2oc(-c3ccc(O)cc3)cc(=O)c2c(O)c1OC	2%	11%	-12%	1%	8.0%
CC(C)(C)c1ccc(/C=C2\Oc3cc(OC(=O)N4CCOCC4)ccc3C2=O)cc1	5%	4%	-9%	7%	i
Nc1cc(=O)[nH]c(SCC(=O)Nc2ccc3c(c2)CCC3)n1	7%	22%	-6%	6%	i

Continued (2 carried over from the part before).
SMILES	H37Rv inhibition	M. tuberculosis	Salmonella PhoP GFP	H1N1 NS1A inhibition	VEEV TC-83 Vero	others
CC(C)(C)c1ccc(/C=C2\Oc3cc(OC(=O)N4CCOCC4)ccc3C2=O)cc1	5%	4%	-9%	7%	i
Nc1cc(=O)[nH]c(SCC(=O)Nc2ccc3c(c2)CCC3)n1	7%	22%	-6%	6%	i
O=C(CSc1nnc(-c2ccc(Br)cc2)n1C1CCCCC1)N1CCCC1	-1%	22%	3%	-4%	1.5%
O=C(Nc1ccc2oc(-c3ccccc3F)nc2c1)c1ccc2c(c1)OCCO2	?	28%	10%	2%	5.5%
O=C(O)c1ccc(CNCc2cccc(Cl)c2)cc1	3%	-3%	-6%	13%	0.8%
CCN(CC)S(=O)(=O)c1cccc(NC(=O)COc2ccc(F)cc2Br)c1	-7%	31%	10%	-2%	6.0%
O=S(=O)(Cc1ccccc1)c1nc2ccccc2n1Cc1ccccn1	-14%	2%	-8%	-3%	0.3%
COc1cccc(CNS(=O)(=O)c2csc(C(N)=O)c2)c1	8%	1%	-2%	-7%	2.5%
O=C(Nc1cc(C(F)(F)F)ccc1N1CCCCC1)c1ccc(Br)o1	-5%	-3%	-4%	2%	3.0%
CC(C)c1ccc(OCc2ccc(C(=O)N3CCN(c4ccccn4)CC3)cc2)cc1	?	1%	7%	9%	5.4%
CCOC(=O)c1ccc(NC(=O)NC2CC3CCC(C2)N3)cc1 (stereo unspecified)	2%	14%	2%	14%	3.4%
CCOC(=O)c1cnc(SCC(=O)N2CCN(C(=O)c3ccco3)CC2)nc1N	7%	-13%	-8%	-8%	i
O=C(c1ccccc1Br)N1CCN(c2ccccn2)CC1	6%	-16%	-10%	-9%	i
O=C(OCn1nnc2ccccc2c1=O)c1ccc2c(=O)n3c(nc2c1)CCC3	58%	52%	21%	1%	0.4%
Cc1cc(C)n(CC(=O)NC2CCCCC2)n1	6%	9%	-13%	2%	0.2%
CCC(C)[C@H](NC(=O)Nc1ccc2c(c1)OCCO2)C(=O)O (stereo partly specified)	-5%	-1%	-7%	0%	1.0%
Cc1cc(NS(=O)(=O)c2ccc(Nc3nc(-c4sc(N)nc4C)cs3)cc2)no1	69%	65%	-3%	24%	9.9%
Cc1cc([N+](=O)[O-])ccc1NC(=O)Nc1ccccc1F	1%	24%	10%	4%	0.8%
COC(=O)c1ccccc1S(=O)(=O)Nc1ccc2cn[nH]c2c1	8%	-10%	1%	3%	1.9%
COc1ccccc1N(C)S(=O)(=O)c1ccc(C(=O)Nc2ncc(C)s2)cc1	0%	20%	·	-1%	9.8%
CCOC(=O)Cc1csc(NC(=O)/C=C/c2ccccc2Cl)n1	4%	66%	0%	-8%	i
O=C(NCCC1=CCCCC1)c1cnc2n(c1=O)CCS2	-8%	4%	0%	12%	i	VEEV TC-83 Vero 10K pilot screen=0.5
Cc1[nH]nc(SCC(=O)Nc2cccc(O)c2)c1[N+](=O)[O-]	-4%	-6%	-2%	0%	1.0%
COc1cc(C(=O)Nc2nc(-c3ccc(Cl)cc3)c(C)s2)ccc1OCC(=O)Nc1ccc(F)cc1	-3%	10%	-4%	3%	?
C=CCOc1cccc(NC(=O)c2ccccc2SC)c1	0%	37%	-6%	0%	0.2%	VEEV TC-83 Vero 10K pilot screen=1.5
Cc1ccc2nc(N3C(=O)C(O)=C(C(=O)c4ccc(C)o4)C3c3ccc(O)cc3)sc2c1 (stereo unspecified)	19%	0%	·	-1%	1.8%
O=C(COc1ccc(Cl)cc1Cl)Nc1c(-c2cccs2)nc2ccccn12	-1%	0%	-4%	-5%	0.0%
CCOc1ccc(N(CC(=O)NC2CCCCC2)C(=O)CSc2nnc(COc3ccccc3)o2)cc1	3%	13%	-2%	4%	i
O=C(Cn1cncc1-c1ccc([N+](=O)[O-])cc1)Nc1cccc2ccccc12	3%	21%	0%	-2%	i
CC[C@]12c3[nH]c4cc(CCC(=O)N(C)C)ccc4c3CCN1C(=O)[C@@H](CC(=O)NCCCOC)C[C@@H]2C(=O)N1CCN(C(=O)C2CC2)CC1	·	·	·	-24%	0.3%
C=CCOc1ccc(CN(C)CC(=O)Nc2ccccc2[N+](=O)[O-])cc1	58%	73%	0%	4%	i
C=CCNC(=S)Nc1ccc(N2CCOCC2)c(S(=O)(=O)Nc2ccccc2Cl)c1	-1%	30%	-23%	12%	4.5%
COC(=O)C1=C(O)/C(=C\c2ccc(OCC(=O)Nc3ccccc3)cc2)N=C1C	3%	11%	-3%	-58%	0.8%
Cc1c(C(=O)O)sc(S(=O)(=O)N2CCN(C(=O)CCc3ccccc3)CC2)c1C(=O)O	·	·	·	8%	0.9%
C[N+](C)(C)CCCCCC(=O)/C=N/O	-2%	10%	-7%	0%	i
COc1ccc(NC(=O)Cn2cnc3c(oc4nc5c(cc43)COC(C)(C)C5)c2=O)cc1	7%	3%	6%	1%	1.8%
COc1ccc2nc(NC(=O)C(NS(=O)(=O)c3cccc4nsnc34)C(C)C)sc2c1 (stereo unspecified)	-2%	·	14%	-4%	1.5%
C/C(Cc1ccccc1)=N\NC(=O)c1ccc(F)cc1	7%	7%	0%	-8%	1.0%
O=C(c1ccc2ccccc2n1)N1CCN(S(=O)(=O)c2ccc(Cl)cc2)CC1	1%	11%	·	-2%	2.0%
CC(C)(C)OC(=O)C[C@@H]1C/C=C\C[C@@H](CC(=O)N(CCO)Cc2ccccc2)C(=O)N[C@H](Cc2ccccc2)COC1=O	5%	48%	·	-1%	1.8%
O=C(CSc1nnc(-c2ccc(S(=O)(=O)N3CCCC3)cc2)n1CC1CCCO1)NC1CC1 (stereo unspecified)	-1%	-1%	-5%	-1%	0.6%
CC(=O)Oc1cccc(N2C(=O)c3ccc(C(=O)Nc4cccnc4)cc3C2=O)c1	-3%	-7%	0%	1%	0.4%
CN(Cc1ccccc1)C(=O)c1ccccc1NC(=O)C1CC1	4%	-9%	-7%	-15%	0.2%
CC(=O)c1ccc(N2Cc3ccccc3/C2=N\C(=O)Nc2ccccc2)cc1	-5%	4%	-2%	-1%	1.9%
O=Cc1cccn1-c1ncc(Br)cn1	1%	3%	-11%	8%	i
O=C(COC(=O)CC1CC2CCC1C2)Nc1ccc(Cl)c(S(=O)(=O)N2CCOCC2)c1 (stereo unspecified)	1%	56%	·	-2%	3.6%
O=C1CC(C(=O)Nc2ccc(Cl)c(Cl)c2)S/C(=N\N=C\c2ccco2)N1 (stereo unspecified)	-1%	-1%	-4%	-17%	0.3%
COc1ccccc1C1CCN(C(=O)c2cccs2)CC1	6%	10%	-8%	·	0.5%
Nc1ccc(C(=O)NN2C(=O)[C@H](Cl)C2c2ccc(Cl)cc2)cc1 (stereo partly specified)	·	·	·	9%	?
O=C(CN(c1cccc(C(F)(F)F)c1)S(=O)(=O)c1ccc(Cl)c([N+](=O)[O-])c1)NCc1ccccc1	19%	-7%	-2%	22%	i
CCOc1ccccc1NC(=O)Cn1c(=O)n(-c2ccc(OC)cc2OC)c(=O)c2c(C)c(C(=O)N(CC)CC)sc21	-5%	24%	-15%	-3%	2.1%
Cc1nc2ccc(S(=O)(=O)N(C)CC(=O)NCCc3ccccc3)cc2s1	8%	12%	-11%	12%	i
CCn1c(=O)c(C(=O)CN2CCOCC2)c(N)n(Cc2ccccc2)c1=O	·	-1%	1%	1%	0.3%	VEEV TC-83 Vero 10K pilot screen=0.0
O=C(Nc1ccccc1Oc1ccsc1C(=O)O)c1ccccc1F	1%	15%	-1%	-3%	1.8%
Cc1cc(C)c(NS(=O)(=O)c2ccccc2)c(C)c1	·	·	·	-4%	1.4%
Cc1cccc(Nc2ncnc3ccccc23)c1	5%	8%	6%	5%	7.6%
N#CCc1ccc(Oc2ncc(C(F)(F)F)cc2Cl)cc1	0%	16%	-2%	0%	0.6%
CCC(=O)Nc1ccc(S(=O)(=O)Nc2cccnc2)cc1	-4%	-6%	1%	7%	0.8%
COc1cccc(-c2cnc(NCc3cc(Cl)ccc3O)n2C)c1	19µM*	?	18%	3%	i
CN1c2ccsc2C(O)=C(C(=O)Nc2ccccc2)S1(=O)=O	-9%	-12%	-2%	9%	4.5%
CC1=C(C(=O)Nc2cccnc2)C(c2ccncc2)n2nnnc2N1 (stereo unspecified)	4%	1%	5%	-13%	i	VEEV TC-83 Vero 10K pilot screen=2.5
CCN1CC(O)=C(c2nc3ccccc3s2)C1=N	3%	20%	-1%	-2%	1.0%

The last 5 compounds of the section before lead into the next:
SMILES	H37Rv inhibition	M. tuberculosis	Salmonella PhoP GFP	H1N1 NS1A inhibition	VEEV TC-83 Vero	others
CCC(=O)Nc1ccc(S(=O)(=O)Nc2cccnc2)cc1	-4%	-6%	1%	7%	0.8%
COc1cccc(-c2cnc(NCc3cc(Cl)ccc3O)n2C)c1	19µM*	?	18%	3%	i
CN1c2ccsc2C(O)=C(C(=O)Nc2ccccc2)S1(=O)=O	-9%	-12%	-2%	9%	4.5%
CC1=C(C(=O)Nc2cccnc2)C(c2ccncc2)n2nnnc2N1 (stereo unspecified)	4%	1%	5%	-13%	i	VEEV TC-83 Vero 10K pilot screen=2.5
CCN1CC(O)=C(c2nc3ccccc3s2)C1=N	3%	20%	-1%	-2%	1.0%
COc1ccc(CNC(=S)NC2CCCC2)cc1	-26%	53%	-4%	0%	i
COC(=O)CSc1nn(-c2ccc(F)cc2)c(=S)s1	?	?	-13%	6%	i
COc1ccc(/C=N/NS(=O)(=O)c2ccccc2)cc1OS(=O)(=O)c1ccc(C)cc1	5%	7%	10%	-5%	7.0%
O=C(/C=C/c1ccc(Cl)cc1)N1CCN(c2ccc(Cl)cc2[N+](=O)[O-])CC1	91%	34%	-6%	11%	i
CCOC(=O)c1cc(-c2ccncc2)nc2c1c(C)nn2C	-18%	-7%	-2%	-9%	5.8%
Oc1ccc(/C=N/Nc2ncnc3nc[nH]c23)cc1	1%	9%	8%	5%	7.1%
COc1ccc(-c2csc(NC(=O)CSc3nc(C)nc4sc(C(=O)O)c(C)c34)n2)cc1	-2%	25%	0%	9%	2.5%
CS(=O)(=O)N(CC(=O)N1CCC(C(N)=O)CC1)c1cc(C(F)(F)F)ccc1Cl	-2%	0%	4%	1%	1.1%	VEEV TC-83 Vero 10K pilot screen=1.8
Cn1c(-c2ccc(Br)cc2)cnc1NCc1cccnc1	1%	26%	16%	6%	0.4%
COc1ccccc1S(=O)(=O)Cc1ccc(C(=O)N2CCN(c3ccccc3)CC2)o1	2%	5%	-1%	1%	10%
COC(=O)Cc1c(C)c2c(O)cc(C)cc2oc1=O	4%	-8%	-7%	1%	i	VEEV TC-83 Vero 10K pilot screen=0.1
CC(C)Cn1c(N)c(C(=O)COC(=O)C2CC(=O)N(c3ccc4c(c3)OCCO4)C2)c(=O)n(C)c1=O (stereo unspecified)	8%	-10%	7%	-5%	2.5%
